# Screening results deposited in PubChem BioAssay by several laboratories.
# DAX1 inh-1 – DAX1 (NR0B1) inhibitors on StAR promoter, primary screen, cell-based, luminescence, SF-1 (NR5A1), full-length DAX-1 | HEK293T StAR-luciferase reporter, SF-1/DAX-1 repression relief | inhibition, % at 6.8 µM | 1.1% of 370,000 active | AID 652010, 2013;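 active = inhibition above the mean over all tested compounds plus 3 SD, cut at about 3.6% in these data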;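 note: 0% = DAX-1 cells with DMSO and 100% = cells lacking DAX-1 with DMSO; higher inhibition means more luminescence from relief of DAX-1 repression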
# MBD2 inh – inhibitors of MBD2 binding to methylated DNA, primary screen, biochemical, TR-FRET, DNA-binding domain, human; 0.31% of 370,000 active; inhibition, % at 4.4 µM; Methyl-CpG-binding domain protein 2 (Homo sapiens), Q9UBB5; AID 686964, 2013; MBD2 binding to methylated oligonucleotide; in the data active = inhibition above about 13%
# ssDAF12 agonist – S. stercoralis DAF-12 nuclear receptor activators, primary screen, cell-based, luminescence, HEK293, GRIP1 co-expression, lit1-tk-luc | Nuclear hormone receptor DAF-12 (Strongyloides stercoralis) | HEK293 ssDAF-12/GRIP1 lit1-tk-luc reporter; % of 3 µM dafachronic acid response | activation, % at 6.8 µM | 1% of 370,000 active | AID 652126, 2013;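 active = activation above the mean over all tested compounds plus 3 SD, cut at about 0.9% in these data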;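 note: 0% = DMSO-only wells and 100% = 3 µM delta7-dafachronic acid wells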
# hgDAF-12 ag – H. glycines DAF-12 receptor agonists, primary screen, cell-based, luminescence, HEK293, GAL4 fusion, UAS-luciferase. Nuclear hormone receptor DAF-12 (Heterodera glycines), GAL4 fusion. HEK293 GAL4-hgDAF12 UAS-luciferase reporter, agonist luminescence; normalized to butyrate control. activation, % at 6.8 µM. 1.8% of 370,000 active;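 active = activation above a cutoff set at the mean of all screened compounds plus 3 SD, cut at about 10% in these data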;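 note: 0% = DMSO wells and 100% = sodium butyrate wells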
# PLC-gamma1 inh – PLC-gamma1 enzyme inhibitors, primary screen, biochemical, fluorescence, purified enzyme. 1-phosphatidylinositol 4,5-bisphosphate phosphodiesterase gamma-1 (Homo sapiens), P19174. fluorogenic substrate. inhibition, % at 12.2 µM. 0.84% of 370,000 active. AID 720700, 2013; in the data active = inhibition above about 9.5%
# SMARCA2 act – SMARCA2 (BRM) function activators, primary screen, cell-based, luminescence, high throughput; MG213 cells, MMTV-luciferase reporter, dexamethasone, overnight; activation, % at 9.1 µM; 1% of 370,000 active; AID 652017, 2013; in the data active = activation above about 7.8%;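 note: 0% = vehicle wells and 100% = reference activator wells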
# DAX1 inh-2 – DAX1 (NR0B1) inhibitors, primary screen, cell-based, HEK293, Gal4-DAX1, luciferase luminescence; Nuclear receptor subfamily 0 group B member 1 (Homo sapiens), P51843; HEK293 Gal4-DAX1 luciferase reporter; inhibition, % at 6.75 µM; 0.99% of 340,000 active; AID 504766, 2011;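 active = inhibition above the mean over all tested compounds plus 3 SD, cut at about 4.2% in these data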;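 note: 0% = DAX1-transfected cells with DMSO and 100% = empty-vector control cells with DMSO; inhibition shows as a rise in luminescence from relieved DAX1 repression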
# Target sequence (P51843 207-470 limits assumed): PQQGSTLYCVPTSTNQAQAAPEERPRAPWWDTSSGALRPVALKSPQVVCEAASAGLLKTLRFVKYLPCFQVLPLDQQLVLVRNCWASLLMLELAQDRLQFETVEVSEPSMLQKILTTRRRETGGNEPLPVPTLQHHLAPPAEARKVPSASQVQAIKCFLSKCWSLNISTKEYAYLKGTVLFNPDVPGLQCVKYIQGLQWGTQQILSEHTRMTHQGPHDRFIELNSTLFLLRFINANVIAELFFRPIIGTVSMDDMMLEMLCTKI
# PLCb3 inh – human PLC-beta3 inhibitors, primary screen, biochemical, fluorescence. AID 720704, 2013. 0.18% of 370,000 active. Purified PLC-beta3, fluorogenic substrate. inhibition, % at 12.2 µM; in the data active = inhibition above about 11%;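 note: 0% = median of compound wells on plate and 100% = full blocker control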
# hcDAF12 agonist – H. contortus DAF-12 nuclear receptor activators, primary screen, cell-based, luminescence, HEK293, lit1-tk-luc reporter; HEK293 hcDAF-12 lit1-tk-luc reporter; 0% DMSO, 100% Δ7-dafachronic acid; 1.4% of 370,000 active; activation, % at 6.8 µM; AID 652067, 2013;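 active = activation above the mean of all tested compounds plus 3 SD, cut at about 5.5% in these data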;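 note: 100% = response to 3 µM Δ7-dafachronic acid high control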
# Rev-erbA mod – modulators of Rev-erb alpha DNA binding, primary screen, biochemical, FITC-DNA, fluorescence polarization, uHTS; 0.79% of 370,000 active; activity, % at 10 µM; Nuclear receptor subfamily 1 group D member 1 (Homo sapiens), P20393; Rev-erbα–FITC-DNA binding, 90 min;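 active = activity above about 14%, limit read from the data; passing the limit was not always enough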;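 note: 0% = DMSO wells with 35 nM protein and 100% = DMSO wells with 750 nM protein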
# ADAM17 inh – ADAM17 inhibitors, primary screen, biochemical, QFRET | recombinant ADAM17, EDANS/DABCYL FRET peptide cleavage | Disintegrin and metalloproteinase domain-containing protein 17 (Homo sapiens), P78536 | 0.83% of 370,000 active | AID 720648, 2013 | inhibition, % at 6.95 µM;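 active = inhibition above the mean of compounds lying between control limits plus 3 SD, set per campaign, cut at about 8.5% in these data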;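 note: 0% = DMSO-only wells as the low control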
# Target sequence (P78536 215-824 limits assumed): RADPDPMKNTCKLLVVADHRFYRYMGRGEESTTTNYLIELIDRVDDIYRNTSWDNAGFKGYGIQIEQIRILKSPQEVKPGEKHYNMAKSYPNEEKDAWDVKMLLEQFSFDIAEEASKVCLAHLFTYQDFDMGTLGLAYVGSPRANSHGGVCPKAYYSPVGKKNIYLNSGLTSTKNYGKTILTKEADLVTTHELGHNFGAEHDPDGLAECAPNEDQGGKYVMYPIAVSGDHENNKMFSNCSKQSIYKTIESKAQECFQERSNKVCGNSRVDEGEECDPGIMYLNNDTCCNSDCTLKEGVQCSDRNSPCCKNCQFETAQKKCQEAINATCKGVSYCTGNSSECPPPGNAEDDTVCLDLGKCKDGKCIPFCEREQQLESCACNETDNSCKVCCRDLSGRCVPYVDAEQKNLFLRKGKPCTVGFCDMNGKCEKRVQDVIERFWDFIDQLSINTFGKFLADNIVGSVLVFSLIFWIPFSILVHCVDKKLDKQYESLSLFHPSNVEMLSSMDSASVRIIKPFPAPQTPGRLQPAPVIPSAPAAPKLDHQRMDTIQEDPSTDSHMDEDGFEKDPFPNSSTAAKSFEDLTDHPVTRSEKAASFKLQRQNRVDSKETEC
# Starred values were filed as active, the others as inactive; / = no result given. Compounds as they come. Share with any hit: about 7.4%.
SMILES,DAX1 inh-1,MBD2 inh,ssDAF12 agonist,hgDAF-12 ag,PLC-gamma1 inh,SMARCA2 act,DAX1 inh-2,PLCb3 inh,hcDAF12 agonist,Rev-erbA mod,ADAM17 inh
Nc1[nH]c(C(=O)c2ccccc2)c(-c2cccnc2)c1C(=O)c1ccccc1,0.5,-6.4,-0.7,-2.4,-3.0,-3.4,/,-3.8,-1.2,-1.0,-4.0
COc1ccc(C(=O)OCC(=O)Nc2cc(C)on2)cc1S(=O)(=O)N1CCOCC1,0.8,0.3,-1.2,1.4,-0.2,2.2,1.6,4.3,-0.7,-3.4,-2.3
CCCN(CC(=O)Nc1ccccc1C)C(=O)c1ccc(S(=O)(=O)N2CCC(C)CC2)cc1,0.4,-3.8,-1.0,-1.8,-1.0,-1.4,1.5,-3.7,-1.5,3.1,0.0
COc1ccccc1C(=O)NC1CCCCN(Cc2ccc(OC(F)(F)F)cc2)C1=O (centres undefined),-0.5,4.1,-1.1,4.4,-0.2,-3.0,/,0.4,-0.9,4.1,2.9
O=C(C1CC1)n1ccc2ccc(-c3ccc4ccn(Cc5ccccc5)c4c3)cc21,0.1,4.7,-0.9,1.0,-3.4,-2.0,/,-4.9,2.4,-4.4,-9.5
O=C1NC(O)CCN1C1CC(O)C(CO)O1 (centres undefined),0.7,-2.2,-0.5,2.0,2.9,1.1,/,6.0,0.8,1.2,-3.0
Cc1ccc(P(=O)(CO)c2ccc(C)cc2)cc1,0.0,0.7,-1.0,-2.3,-0.9,-2.5,2.4,0.3,-1.1,-0.8,-7.2
O=C(COc1ncnc2ccccc12)NCC1CCCO1 (centres undefined),0.0,1.7,-0.3,-0.7,-2.2,-4.6,1.9,3.1,-0.5,-0.8,-1.1
CC(=O)Nc1ccc(S(=O)(=O)NC2CC(=O)N(c3cccc(F)c3)C2)cc1 (centres undefined),0.5,3.3,-0.1,0.8,-2.3,-1.3,-1.1,1.6,-0.1,-4.2,-0.9
CCC(C(=O)Nc1nccs1)(C(F)(F)F)C(F)(F)F,-0.6,1.4,-1.6,-0.3,1.6,-1.8,0.4,3.8,-0.9,-4.0,-4.0
COC(=O)c1cc(OC)nc2c1c(=O)n(C)c(=O)n2C,-0.4,-0.8,-0.7,-1.7,-49.3,5.0,1.7,-48.8,2.4,2.8,-51.5
O=S1(=O)CCSC[C@@H](CN2CCOCC2)N1,0.3,0.3,-0.1,-0.4,0.8,-3.4,/,0.3,-0.4,0.8,-5.5
CC(=O)c1c(C)[nH]c(C(=O)COC(=O)c2ccc(Cl)nc2)c1C,1.0,-6.9,-1.3,0.0,0.7,4.2,-0.1,-6.0,-1.5,1.1,1.1
O=C(c1cccs1)N1CCCC(c2ccccc2)C1 (centres undefined),-0.8,-6.7,-0.8,-0.7,-0.5,-0.7,0.2,-1.5,-2.5,3.7,2.4
O=C(O)CC(NC(=O)c1ccccc1NC(=O)c1ccccc1)C(=O)O (centres undefined),0.8,3.9,-1.4,-2.4,-1.1,-0.7,0.7,-2.0,-0.1,-5.3,-7.5
CC(=O)Nc1ccc(C(=O)Cn2c3[n+](c4c(F)c(F)ccc42)CCCCC3)cc1,0.5,3.4,-1.1,0.0,-6.4,-3.0,0.4,-7.2,-0.8,6.1,-5.8
C=CCSc1nnc(-c2cc3c(C(F)(F)F)nn(C)c3s2)n1C,0.4,-0.1,-1.4,-1.5,0.1,-0.7,0.7,-1.2,-0.9,-0.7,1.8
Cc1nn(C)cc1C(=O)c1ccccc1,-0.5,2.1,-1.1,0.1,2.8,3.5,1.2,-2.4,-0.9,0.5,0.2
CC(=O)Nc1cc(C(=O)N(C)Cc2ccco2)ccc1Sc1ccc(C)cc1,0.3,0.8,-2.0,-5.3,4.4,-4.5,-0.2,-1.2,0.6,9.7,2.6
CC1CCC2(CC1)NC(=O)N(CC(=O)Nc1ccc3c(c1)OCO3)C2=O (centres undefined),-0.2,1.1,-1.4,-0.5,-2.4,-1.5,0.8,-5.8,1.2,3.1,-1.2
Cc1nc(SCc2ccc(C#N)cc2)n[nH]1,-0.4,-5.1,-0.9,0.7,-0.2,0.1,1.4,-4.7,-0.6,2.3,0.7
COc1ccc(C(C(=O)NCC2CCCO2)N(Cc2ccccc2)C(=O)c2snc(C(N)=O)c2N)cc1OC (centres undefined),0.6,1.5,-1.1,-0.7,-56.4,-2.6,-1.4,-74.5,-1.4,0.9,-53.6
O=C(CS(=O)(=O)c1cn(Cc2ccc(Cl)cc2)c2ccccc12)N1CCOCC1,-0.8,2.9,-1.4,-2.1,2.3,-1.4,0.1,-0.9,1.7,5.5,-2.3
COCCn1c(SCC(=O)Nc2ccccc2)nc2c1c(=O)[nH]c(=O)n2C,1.4,-2.8,-0.8,0.0,9.8*,-0.2,-0.2,2.5,5.2,-1.9,2.7
O=C(Nc1ccon1)c1cccc(S(=O)(=O)N2CCCC2)c1,-0.1,-2.6,-1.2,-0.7,2.2,0.8,0.2,1.7,0.5,3.1,1.1
SMILES,DAX1 inh-1,MBD2 inh,ssDAF12 agonist,hgDAF-12 ag,PLC-gamma1 inh,SMARCA2 act,DAX1 inh-2,PLCb3 inh,hcDAF12 agonist,Rev-erbA mod,ADAM17 inh
Cn1nccc1C(=O)NC1CC(C)(C)Cc2c1cnn2-c1ccc(F)cc1 (centres undefined),0.1,-1.4,0.0,-0.6,-0.7,-1.5,0.0,-7.7,0.3,2.6,-2.2
O=C1/C(=C/c2cccs2)SC(=S)N1NS(=O)(=O)c1ccccc1,0.1,-5.2,-0.9,-1.8,3.8,-5.6,0.0,-5.8,-1.2,-3.9,0.4
OCCOCCNc1ncnc2sc(-c3ccccc3)cc12,-0.4,2.1,-1.2,-2.7,-11.2,-2.7,0.8,-19.2,-1.4,-6.5,-47.5
C[C@@H]1CN([C@H](C)CO)C(=O)c2cc(NC(=O)Cc3cn(C)c4ccccc34)ccc2O[C@H]1CN(C)C(=O)Nc1ccc2c(c1)OCO2,0.3,-3.2,-0.6,3.0,5.9,-1.1,-0.4,-4.7,6.2*,-3.9,13.7*
COc1ccc(N2C(=O)C3C(c4ccc(C(=O)O)cc4)NC(Cc4ccccc4)(C(=O)O)C3C2=O)c([N+](=O)[O-])c1 (centres undefined),0.5,-0.2,-1.0,-3.5,2.0,-1.2,2.1,-5.1,-1.8,-0.5,0.2
CSc1nsc(/C=C/Nc2cccc(Cl)c2)c1C#N,-0.1,0.3,0.3,3.6,-34.8,-2.2,1.2,-33.6,2.8,5.7,-3.0
CCOC(=O)N1CCN(S(=O)(=O)c2cc(C)c(C)cc2C)CC1,-0.7,4.7,-1.3,-1.7,-1.0,-1.2,0.7,-3.0,-1.4,-5.0,-5.9
Cc1ccc(C)c(OCC(=O)NCCNC(=O)COc2cc(C)ccc2C)c1,-0.4,-0.1,-1.2,-2.5,-6.6,0.0,-0.2,-5.2,-1.9,0.1,-1.5
CC(=O)c1cccc(NC(=S)NC(=O)c2ccccc2)c1,1.0,2.1,-0.7,12.2*,0.6,-0.5,0.9,1.9,0.3,10.6,0.3
NC(=O)CSc1oc(-c2ccc(F)cc2)nc1S(=O)(=O)c1ccccc1,0.1,-1.2,0.1,3.8,2.0,0.8,0.8,-2.4,0.4,1.8,-1.5
O=C1OCc2cccc([N+](=O)[O-])c21,-0.6,3.5,-1.1,0.8,0.6,4.8,0.5,3.1,-0.8,-4.2,-0.7
COC(=O)c1sccc1S(=O)(=O)Nc1ccc(C)cc1,-0.8,-6.2,-1.4,1.1,0.5,-2.6,1.1,-5.0,-0.6,0.6,0.9
CC1CCCCN1C(=S)NCc1ccco1 (centres undefined),-0.1,1.8,-1.8,-1.6,-2.8,-2.8,-0.1,-7.9,-2.2,0.4,-5.3
CC(=O)NC12CC3CC(C1)CC(C(=O)N1CCN(S(=O)(=O)c4ccc(Cl)s4)CC1)(C3)C2,0.0,4.0,-1.2,-1.7,0.7,-1.2,-0.2,-3.8,0.1,-9.0,-0.8
CCCCCCCCNC(=O)/C(C#N)=C/c1ccccc1[N+](=O)[O-],0.4,-0.4,-0.1,0.4,-5.0,-1.1,-0.5,-3.1,4.3,6.0,0.3
O=C(COC(=O)c1cccc(Br)c1)NCc1ccco1,0.0,10.6,-1.3,-1.1,-6.4,-2.9,-0.4,-14.1,0.0,-1.5,-3.6
CCOC(=O)Cc1csc(SCC(=O)N(CC(C)C)c2c(N)n(Cc3ccccc3)c(=O)[nH]c2=O)n1,-0.8,5.2,-0.4,2.5,2.0,-2.5,-0.8,-8.4,0.5,4.0,-11.0
Cc1nc2ccccc2c(=O)n1NC(=O)c1ccccc1,-0.4,0.7,-0.9,-0.1,8.3,-1.7,-0.5,4.5,-1.3,-3.7,1.5
CCc1cc(=O)oc2cc(C)cc(OC(C)C(=O)NC(Cc3c[nH]c4ccc(O)cc34)C(=O)O)c12 (centres undefined),0.4,3.0,-0.2,2.5,-38.1,-0.6,1.8,-53.2,-0.9,-3.6,-21.0
COCCCN1C(=O)C(=O)/C(=C(/O)c2ccc(OC(C)C)cc2)C1c1ccncc1 (centres undefined),0.5,-4.1,-0.5,-1.1,-2.7,1.5,1.1,-4.1,-1.6,6.2,0.2
CC(C)C[C@H]1CN=C(Nc2ccccc2)N1CC1CCCCC1,0.2,-1.6,-1.3,-0.8,0.5,-0.1,2.1,1.7,-0.8,1.9,-1.5
C=C1SC(=Nc2c(C)cccc2Cl)N(C(=O)c2sc3ccccc3c2Cl)C12CCCCC2,-0.2,2.6,-1.0,-0.5,1.9,1.5,0.9,-0.8,0.2,1.9,-1.7
CCc1noc(C)c1C(=O)NNC(=O)c1nn(C)c(=O)c2ccccc12,-0.8,2.1,-1.2,1.7,-0.5,0.4,-0.3,-8.7,0.4,3.2,-3.5
CCCc1n[nH]c(=O)c2c1nnn2Cc1ccccc1,0.1,-3.7,-0.9,-2.3,6.6,1.8,0.5,0.2,-2.5,6.7,1.7

# Entries above shown as hits in PLC-gamma1 inh:
SMILES	DAX1 inh-1	MBD2 inh	ssDAF12 agonist	PLC-gamma1 inh	SMARCA2 act	DAX1 inh-2	PLCb3 inh	hcDAF12 agonist	Rev-erbA mod	ADAM17 inh
COCCn1c(SCC(=O)Nc2ccccc2)nc2c1c(=O)[nH]c(=O)n2C	1.4	-2.8	-0.8	9.8*	-0.2	-0.2	2.5	5.2	-1.9	2.7
